High-throughput results from PubChem.
hIAP block: blocks human intestinal alkaline phosphatase; inhibition, % at 10 µM; 330,000 tested, 0.12% active; P09923; AID 2544; purified IAP, CDP-Star luminescence, 30 min;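 active means inhibition reaching a set limit with compound at 10 µM in the primary screen, cut at about 35% in these data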;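 further: plate controls were DMSO wells with enzyme for no effect and no-enzyme buffer wells for full effect; values of inactives mirror those of a sister screen read the other way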
A3A deaminase: blocks human APOBEC3A ssDNA deamination | recombinant A3A, FAM/TAMRA ssDNA deamination fluorescence | inhibition, % at 20 µM | 330,000 tested, 0.41% active | AID 493011;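 active means at least 40% inhibition at 20 µM here, with at most 30% in a related deaminase screen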;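 further: plate controls were A3A with DMSO for no effect and wells lacking A3A enzyme for full effect; some results filed as inactive read as strong as hits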
Target sequence (P31941 whole entry, looked up): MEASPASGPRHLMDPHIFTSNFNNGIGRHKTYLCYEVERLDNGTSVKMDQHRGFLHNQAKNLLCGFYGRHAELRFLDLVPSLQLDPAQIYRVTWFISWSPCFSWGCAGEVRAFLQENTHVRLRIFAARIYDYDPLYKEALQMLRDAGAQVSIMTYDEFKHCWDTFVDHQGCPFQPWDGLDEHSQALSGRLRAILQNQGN
GRIN3A LBD mod: modulates the human NR3A ligand-binding domain; 340,000 tested, 2.5% active; NR3A LBD differential scanning fluorimetry, Tm shift; 0% = protein alone, 100% = glycine-bound protein; AID 1259313; Tm shift relative to glycine control, % at 25 µM;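 active means melting temperature shift of at least 10% of the positive control shift, at one fixed dose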
mIAP act: increases mouse intestinal alkaline phosphatase activity. muIAP, CDP-Star luminescence, 30 min; active compounds read high; 1 = vehicle-only enzyme signal, 0 = enzyme-free wells. activation factor at 10 µM. 330,000 tested, 0.24% active;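 active means activation factor of at least 2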; further: the source names both 10 and 20 µM as test concentration; values of inactives mirror those of a sister screen read the other way
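Assay system: mouse IAP enzyme / Compound: DMSO-dissolved test compounds / Timing: 30 min, room temperature / Measured by: luminescence from enzymatic CDP-Star hydrolysis / Control set: DMSO-only wells, enzyme-free buffer wells as negative control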
hIAP activ: increases human intestinal alkaline phosphatase activity | P09923 | purified human IAP, CDP-Star luminescence, 30 min; active compounds read high; 1 = vehicle-only enzyme, 0 = enzyme-free background | activation factor at 10 µM | 330,000 tested, 0.16% active;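 active means activation factor of the enzyme at least 2-fold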; further: the source names both 10 and 20 µM as test concentration; values of inactives mirror those of a sister screen read the other way
MIN6 prolif: MIN6 beta-cell proliferation induction | MIN6 cells proliferation, ATPlite luminescence, 48 h; cells starved in 0.2% serum; 100% = growth in 10% serum | AID 2380 | 330,000 tested, 0.29% active | proliferation, % at 10 µM;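 active means compounds whose signal lies at least 3.5 SD above the mean of all wells on their plate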;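 further: 0% = DMSO-treated cells in low-serum medium and 100% = 10% serum control; some compounds called inactive have numbers as strong as hits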
A3G deaminase: blocks human APOBEC3G single-stranded DNA deamination | Q9HC16 | AID 493012 | inhibition, % at 20 µM | recombinant A3G, ssDNA deamination FAM/TAMRA fluorescence | 330,000 tested, 0.28% active;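 active means inhibition of at least 40% at 20 µM, with no more than 30% in the related APOBEC3A deaminase screen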;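 further: plate controls were DMSO wells with A3G for no effect and wells lacking A3G enzyme for full effect; some compounds called inactive have numbers as strong as hits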
Target sequence (Q9HC16 whole entry, looked up): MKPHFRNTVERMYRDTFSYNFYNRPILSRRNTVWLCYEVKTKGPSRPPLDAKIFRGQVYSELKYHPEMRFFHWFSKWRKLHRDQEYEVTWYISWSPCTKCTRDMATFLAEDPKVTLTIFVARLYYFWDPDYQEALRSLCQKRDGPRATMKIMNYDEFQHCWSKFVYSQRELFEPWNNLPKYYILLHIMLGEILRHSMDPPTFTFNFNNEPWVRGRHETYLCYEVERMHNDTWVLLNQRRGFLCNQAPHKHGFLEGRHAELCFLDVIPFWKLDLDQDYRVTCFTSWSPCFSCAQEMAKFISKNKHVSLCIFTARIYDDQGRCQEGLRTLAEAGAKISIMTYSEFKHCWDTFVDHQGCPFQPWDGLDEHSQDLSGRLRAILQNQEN
mIAP block: mouse IAP inhibition. purified mouse IAP, CDP-Star luminescence, 30 min. inhibition, % at 10 µM. 330,000 tested, 0.2% active. AID 2806;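 active means inhibition of at least 40% at 10 µM in the primary screen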;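 further: plate controls were DMSO with enzyme for no effect and no enzyme wells for full effect; values of inactives mirror those of a sister screen read the other way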
MPTP block: permeability transition pore inhibition; isolated mouse mitochondria, Ca2+ swelling absorbance, 30 min; AID 602449; inhibition, % at 10 µM; 360,000 tested, 1.4% active;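 active means inhibition of 50% or more, scaled per plate between neutral and stimulator controls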;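 further: 0% = DMSO wells given calcium and 100% = 1 mM EGTA wells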
The depositor's hits bear a star.

mol	A3G deaminase	hIAP block	MIN6 prolif	GRIN3A LBD mod	A3A deaminase	mIAP block	hIAP activ	MPTP block	mIAP act
S=c1[nH]nc(COc2ccccc2)n1/N=C/c1ccncc1	62*	20	6	0	-7	6	0.8	0.5	0.94
N#C/C(=C/c1ccc(N2CCCCC2)cc1)c1cccc(F)c1	0	8	0	12*	-1	13	0.92	2.3	0.87
N#CC1=C(N)NC(SCc2ccccc2)=C(C#N)C12CCCC2	-4	10	-4	4	0	-3	0.9	-2.1	1
O=C(CCSc1nc(-c2ccco2)cc(C(F)(F)F)n1)NCCN1CCOCC1	-6	-8	-3	1	-10	-15	1.1	-0.9	1.2
O=C(C1=NN[C@@H]2C(=O)N(c3cccc(F)c3)C(=O)[C@H]12)c1ccc2ccccc2n1	3	2	0	-2	3	7	0.98	1.3	0.93
COc1ccc(CN2CCN(C(=O)c3cccc4ccccc34)CC2)cc1Br	-10	-1	0	-1	-8	2	1	0.3	0.98
CC1CCN(S(=O)(=O)c2ccc(NC(=O)c3ccccc3F)cc2)CC1	-7	11	0	-7	-4	3	0.89	-1.6	0.97
COC(=O)c1ccc(N=Nc2c(C)[nH]n(-c3ccccc3)c2=O)cc1	-9	7	-3	3	-3	21	0.93	1.8	0.79
C=CCN1N=C(/C=C/c2ccc(C)cc2)CCC1=O	-3	2	-2	-1	2	-5	0.98	-1.9	1.1
COc1ccc(CCC(=O)NNC(=O)Nc2ccccc2Cl)cc1	-7	-14	-1	0	-2	2	1.1	-0.7	0.98
COc1ccc(Cn2nnnc2C(c2ccc(F)cc2)N2CCN(C3CCCC3)CC2)cc1 (centres undefined)	-8	15	-3	0	-3	3	0.85	0.3	0.97
Cc1cccc(OCCCC(=O)NNC(=O)c2cccc(N(C)C)c2)c1	-2	-4	1	2	2	15	1	0.8	0.85

Profiles, looked up by structure. Order of values: A3G deaminase | hIAP block | MIN6 prolif | GRIN3A LBD mod | A3A deaminase | mIAP block | hIAP activ | MPTP block | mIAP act
C=CCN1N=C(/C=C/c2ccc(C)cc2)CCC1=O as listed: -3 | 2 | -2 | -1 | 2 | -5 | 0.98 | -1.9 | 1.1
O=C(CCSc1nc(-c2ccco2)cc(C(F)(F)F)n1)NCCN1CCOCC1 as listed: -6 | -8 | -3 | 1 | -10 | -15 | 1.1 | -0.9 | 1.2

Other results follow.
mol	A3G deaminase	hIAP block	MIN6 prolif	GRIN3A LBD mod	A3A deaminase	mIAP block	hIAP activ	MPTP block	mIAP act
Cc1ccc(C(=O)NCCCNC(=O)c2ccc(Cl)cc2)cn1	-9	6	0	-1	-2	4	0.94	-1.1	0.96
CCC1(C)Cc2ccccc2-c2nc(NCCO)n(-c3ccc(C)cc3)c(=O)c21 (centres undefined)	-3	-8	1	-2	0	3	1.1	1.8	0.97
Cc1ccccc1NC(=S)NN1CCN(C)CC1	0	1	2	2	-14	2	0.99	-5.4	0.98
C=CCOc1ccc(/C(O)=C2\C(=O)C(=O)N(CCOC)C2c2cccnc2)cc1 (centres undefined)	-1	7	-3	-3	0	-3	0.93	0.0	1
CCOc1ccc(N(C)S(=O)(=O)c2ccc(C)c(C(=O)N3CCN(Cc4ccc5c(c4)OCO5)CC3)c2)cc1	-2	-2	-3	5	0	11	1	1.0	0.89
CCOc1ccc(NC(=O)c2ccco2)cc1S(=O)(=O)N1CCCC1	0	-7	-2	2	2	16	1.1	-1.0	0.84
COc1ccc(CCNC(=S)N2CCN(S(=O)(=O)c3ccccc3F)CC2)cc1	-2	-26	-1	-8	-2	-8	1.3	0.7	1.1
CC1(C)NC(=O)N(CC(O)CNC23CC4CC(CC(C4)C2)C3)C1=O (centres undefined)	-7	9	0	4	-4	6	0.91	-0.9	0.94
O=C(CN1CCN(c2ccccc2)CC1)NC(=O)NCc1ccccc1	-7	-9	-3	0	0	-4	1.1	0.2	1
Cc1ccc(NC(=O)CCCNC(=O)c2ccc(Cl)cc2)c(O)c1	1	13	2	-2	1	-6	0.87	1.2	1.1
COc1cc2cc(C(C)(C)O)oc(=O)c2cc1OC	-12	-10	1	-1	0	-1	1.1	-2.8	1
Cc1ccc(-n2c(=S)[nH]c3sc4c(c3c2=O)CCC4)cc1	-4	3	2	-2	-2	-2	0.97	0.4	1
CCn1c(CCCOc2ccc(Cl)cc2Cl)nnc1SCC(=O)Nc1cccc(F)c1	-6	-18	-3	-3	-4	-3	1.2	-1.5	1
CC(C)(C)c1ccc(C(=O)NNC(=O)CCc2ccccc2)cc1	-5	-2	-2	-2	0	3	1	2.4	0.97
CCc1cc(C(=O)NNC(=S)Nc2cccc(C)c2)cs1	-5	-72	4	-6	-5	15	1.7	6.1	0.85
COc1ccc(CNc2ccccc2)cc1Br	1	-29	-4	2	-4	-18	1.3	0.4	1.2
COC(=O)c1ccc(C2C(Oc3ccc(OC)cc3)C(=O)N2CCc2ccc(F)cc2)cc1 (centres undefined)	-7	2	2	-2	-4	1	0.98	-0.2	0.99
COC(=O)CCC(=O)OC1(C)C(=O)C2=CN(CCc3c[nH]c4ccccc34)C(c3ccc(OC)cc3)=CC2=C(Br)C1=O (centres undefined)	-6	8	-1	-28	-5	9	0.92	-0.4	0.91
CCOC(=O)c1ccc(NC(=O)c2nc[nH]c2C(=O)NCC(=O)OC(C)(C)C)cc1	0	-47	-5	3	-2	7	1.5	2.9	0.93
Cc1cc(NC(=O)CSc2ccccn2)no1	-8	9	2	1	-1	5	0.91	-0.1	0.95
CCOC(=O)c1cn[nH]c1NC(=S)Nc1ccccc1	-5	61*	-3	3	1	7	0.39	12	0.93
Cc1cccc(/C=C/c2onc(C)c2S(=O)(=O)N2CCC(C(=O)NC(C)(C)C)CC2)c1	-6	10	-6	-2	-3	14	0.9	0.2	0.86
COc1ccc(S(=O)(=O)NC(CC(=O)NCc2ccco2)c2ccco2)cc1 (centres undefined)	-1	15	-2	-1	4	-6	0.85	-1.2	1.1
Cc1[nH]n(-c2ccccc2)c(=O)c1C=Nc1ccc(S(=O)(=O)NC(N)=O)cc1	-5	0	-3	-1	0	4	1	1.3	0.96

An excerpt from above, reduced to MIN6 prolif, hIAP activ and mIAP act:
| canonical_smiles | MIN6 prolif | hIAP activ | mIAP act |
| --- | --- | --- | --- |
| CCn1c(CCCOc2ccc(Cl)cc2Cl)nnc1SCC(=O)Nc1cccc(F)c1 | -3 | 1.2 | 1 |
| CC(C)(C)c1ccc(C(=O)NNC(=O)CCc2ccccc2)cc1 | -2 | 1 | 0.97 |
| CCc1cc(C(=O)NNC(=S)Nc2cccc(C)c2)cs1 | 4 | 1.7 | 0.85 |

New compounds follow
mol	A3G deaminase	hIAP block	MIN6 prolif	GRIN3A LBD mod	A3A deaminase	mIAP block	hIAP activ	MPTP block	mIAP act
COc1ccc(C(=O)C2CCCN(S(=O)(=O)c3ccc(C(C)=O)cc3)C2)c(C)c1 (centres undefined)	-6	13	-4	-1	-4	8	0.87	3.2	0.92
CCOC(=O)Cc1csc(NC(=O)c2ccc(Br)cc2)n1	-3	-12	-3	2	-3	8	1.1	0.8	0.92
Cc1ccc([C@H]2C(C(=O)O)=CC[C@@H](c3ccc(C)cc3)N2S(=O)(=O)c2ccc(C)cc2)cc1	-2	2	-3	-1	-2	6	0.98	2.9	0.94
Cc1ccc(NC(=O)CN(C)C(=O)C(c2ccccc2)c2ccccc2)cc1	-6	9	-6	1	-1	-9	0.91	0.5	1.1
Cc1cc(C(=O)Nc2cccc3ncccc23)no1	-5	1	-3	0	1	8	0.99	0.6	0.92
Cc1ccc(Sc2ccc(NC(=O)c3ccc(S(C)(=O)=O)cc3Cl)cc2)cc1	-6	-7	-3	-8	-2	2	1.1	16	0.98
Cc1cccnc1NC(=O)C1CCN(S(=O)(=O)c2c(C)noc2/C=C/c2ccco2)CC1	-5	11	-1	2	-2	10	0.89	0.6	0.9
CC(=O)Oc1ccc2ccccc2c1C(NC(=O)Cc1ccccc1)c1ccc(Cl)cc1 (centres undefined)	-10	-16	-6	1	-4	-18	1.2	32	1.2
CCN(CC(=O)NC1CCS(=O)(=O)C1)c1ccc([N+](=O)[O-])cc1C#N (centres undefined)	-5	9	4	-1	1	-8	0.91	-0.7	1.1
Cc1ccc(S(=O)(=O)N(C)c2ccc(C(=O)O)cc2)cc1	8	-9	-1	3	27	3	1.1	-0.5	0.97
COc1cccc(-n2cc3c(=O)n(C)c(=O)n(C)c3c2)c1	-4	-13	-1	0	-4	-17	1.1	-1.9	1.2
COc1ccc(NC(=O)CCC(=O)Nc2cc(OC)c(NC(=O)c3ccco3)cc2OC)c(OC)c1	-7	7	-1	0	-3	8	0.93	-1.1	0.92
CC1C(=O)CCN(C(C)C)C1C (centres undefined)	-5	2	-3	1	-2	-4	0.98	-5.1	1
CN1C2C=C(N(CCc3ccccc3)C(=O)c3ccc(Cl)cc3)CC1CC2 (centres undefined)	-5	4	-2	-1	4	5	0.96	-1.5	0.95
Cc1cccc(CNC(=O)C(C)n2nc(C)c3c(C)n(-c4ccccc4)nc3c2=O)c1 (centres undefined)	-8	-26	5	-2	-2	2	1.3	-0.7	0.98
CC(C)CCNC(=O)c1onc(CSc2ccc(F)cc2)c1C(=O)NCCC(C)C	18	-6	-6	-3	9	-7	1.1	2.7	1.1
CC(C)[C@H](NC(=O)OCc1ccccc1)C(=O)OCC(=O)NC1CCCCC1	1	-6	-2	-2	4	3	1.1	-1.5	0.97
COc1cc(/C=N/n2c(-c3n[nH]c4c3CCC4)n[nH]c2=S)ccc1O	47*	-32	-1	0	-2	12	1.3	-1.4	0.88
Cc1cc(CNCc2cn(C)nc2-c2ccc(Oc3ccccc3)cc2)on1	-3	13	-3	-2	-2	8	0.87	14	0.92
O=C(COC(=O)c1cc[n+]([O-])cc1)Nc1cccc(F)c1	-4	-6	6	0	1	3	1.1	-1.2	0.97
CN(C)C(=O)c1ccc2c3c(cccc13)CC2	-5	16	-2	-1	-3	0	0.84	2.5	1
CCOc1ccc(Oc2ccccc2NC(=O)CCNC(C)=O)cc1	-13	8	0	0	3	5	0.92	5.8	0.95
CS(=O)(=O)N(CC(=O)N1CCN(Cc2ccccc2)CC1)C1CCCCC1	-2	-31	6	1	0	4	1.3	0.1	0.95
Cc1cccc(NC(=O)CS(=O)(=O)c2cn(C)c3ccccc23)c1	-5	-3	-2	0	-3	6	1	0.0	0.94
Cc1cc(OC(C)C)nc(NCc2ccccc2)n1	2	25	-1	7	0	4	0.75	-3.2	0.96
COC(=O)c1ccccc1NC(=S)NC(=O)c1ccc2c(c1)OCO2	-5	-6	-1	4	5	12	1.1	-1.1	0.88
CSc1cccc(CN2CCN(CCC(C)C)C(CCO)C2)c1 (centres undefined)	-1	4	0	0	2	-2	0.96	0.1	1

4 successive compounds already listed, quoted:
mol	A3G deaminase	hIAP block	MIN6 prolif	GRIN3A LBD mod	A3A deaminase	mIAP block	hIAP activ	MPTP block	mIAP act
CC1C(=O)CCN(C(C)C)C1C (centres undefined)	-5	2	-3	1	-2	-4	0.98	-5.1	1
CN1C2C=C(N(CCc3ccccc3)C(=O)c3ccc(Cl)cc3)CC1CC2 (centres undefined)	-5	4	-2	-1	4	5	0.96	-1.5	0.95
Cc1cccc(CNC(=O)C(C)n2nc(C)c3c(C)n(-c4ccccc4)nc3c2=O)c1 (centres undefined)	-8	-26	5	-2	-2	2	1.3	-0.7	0.98
CC(C)CCNC(=O)c1onc(CSc2ccc(F)cc2)c1C(=O)NCCC(C)C	18	-6	-6	-3	9	-7	1.1	2.7	1.1
